rTrxR1 inhibitor: inhibitors of rat thioredoxin reductase 1. AID 588453. Potency, µM (highest dose often 114 µM), without a hit: at the top dose activity change, negative = inhibition, actives largely listed as inhibitors. hit rate 1% among 390,000. recombinant rTrxR1, NADPH fluorescence consumption, selenite substrate; also: % is scaled to controls: 0 for no effect and ±100 for the full control effect; nearly all actives have a fitted effect of over 65% in size
Target sequence (O89049 whole entry, looked up): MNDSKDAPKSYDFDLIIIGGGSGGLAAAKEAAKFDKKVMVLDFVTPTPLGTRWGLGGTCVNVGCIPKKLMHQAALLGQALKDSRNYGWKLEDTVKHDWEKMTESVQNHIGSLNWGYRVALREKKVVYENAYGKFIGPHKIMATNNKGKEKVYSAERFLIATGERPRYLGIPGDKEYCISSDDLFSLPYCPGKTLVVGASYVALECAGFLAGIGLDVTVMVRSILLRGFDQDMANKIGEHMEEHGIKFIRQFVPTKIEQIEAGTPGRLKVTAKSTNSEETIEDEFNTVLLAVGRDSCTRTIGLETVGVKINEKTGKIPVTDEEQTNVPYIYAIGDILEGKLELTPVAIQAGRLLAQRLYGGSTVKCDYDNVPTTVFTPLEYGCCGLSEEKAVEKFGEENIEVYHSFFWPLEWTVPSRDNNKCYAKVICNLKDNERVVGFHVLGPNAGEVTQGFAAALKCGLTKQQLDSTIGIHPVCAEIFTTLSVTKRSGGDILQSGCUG
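Rat TrxR1 (90 nM in the dispensed reagent) was pre-reduced with 400 uM NADPH for 5 min at room temperature, then incubated with compound for 15 min. After 400 uM selenite was added, NADPH fluorescence (Ex 340/Em 450 nm) was followed for 8 min.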
Vif-A3G inh: inhibitors of Vif-APOBEC3G interaction | Q9HC16 | HeLa A3G-eYFP + Vif (tagged APOBEC3G with the HIV-1 protein that degrades it), YFP fluorescence, overnight | Potency, µM (doses to about 46.1 µM), for the others: top-dose activity, negative = active, usual class: inhibitors | hit rate 0.076% among 410,000 | AID 602310;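 also: % is scaled to controls: 0 for no effect and ±100 for the full control effect; nearly all actives have a fitted effect of over 60% in size; hits raise eYFP signal because A3G escapes Vif-driven loss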
Target sequence (Q9HC16 whole entry, looked up): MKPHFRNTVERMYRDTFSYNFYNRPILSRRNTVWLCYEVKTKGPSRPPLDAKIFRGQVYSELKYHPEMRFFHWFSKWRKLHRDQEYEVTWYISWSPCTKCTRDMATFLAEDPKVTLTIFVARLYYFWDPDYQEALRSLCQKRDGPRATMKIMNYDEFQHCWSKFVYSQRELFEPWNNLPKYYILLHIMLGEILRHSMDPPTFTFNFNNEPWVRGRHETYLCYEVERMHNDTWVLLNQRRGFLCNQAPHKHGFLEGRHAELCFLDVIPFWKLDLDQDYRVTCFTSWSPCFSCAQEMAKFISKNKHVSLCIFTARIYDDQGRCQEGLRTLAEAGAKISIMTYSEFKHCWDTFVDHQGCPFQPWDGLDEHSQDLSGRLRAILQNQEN
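HeLa cells stably expressing Vif and C-terminally eYFP-tagged A3G, seeded overnight at 37 deg C, then exposed to compound by pintool overnight at 37 deg C. Rise in yellow fluorescence (Ex 488/Em 500-530, Acumen) marks blocked Vif-driven A3G degradation.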
Vif-A3F inh: blocks the Vif interaction with APOBEC3F; Potency, µM (highest dose often 46.1 µM), inactives show at the top dose activity, negative = active; hit rate 0.2% among 390,000; AID 602313; HeLa A3F-eYFP + Vif (tagged APOBEC3F with the HIV-1 protein that degrades it), YFP fluorescence increase; also: % of control where 0% means no effect; nearly all actives have a fitted effect of over 65% in size
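Fluorescence increase (Ex 488/Em 500-530) after overnight compound treatment at 37 deg C flags inhibition of Vif-driven A3F-eYFP loss in stable HeLa A3F-eYFP/Vif cells seeded overnight beforehand.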
TrxR1 substrate: substrates of rat thioredoxin reductase 1 | O89049 | purified TrxR1 substrate turnover, NADPH consumption readout | Potency, µM (doses to about 114 µM), for inactives: at the top dose activity change, negative = substrate turnover | hit rate 0.01% among 390,000 | AID 588456; also: % is scaled to controls: 0 for no effect and ±100 for the full control effect; nearly all actives have a fitted effect of over 50% in size
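Rat TrxR1, dispensed at 90 nM, was prereduced with 400 uM NADPH (final) for 5 min at ~22 deg C, then incubated with compound 15 min before 400 uM selenite. A first-read NADPH fluorescence drop versus no-compound background flagged substrates.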
mIDH1 inhibitor: human IDH1 R132H inhibition; hit rate 0.093% among 390,000; IDH1-R132H enzyme, NADPH consumption, diaphorase/resazurin fluorescence; AID 602179; Potency, µM (highest dose often 76.6 µM), for inactives: at the top dose activity change, negative = inhibition, hits mostly inhibitors; also: % is scaled to controls: 0 for no effect and ±100 for the full control effect; nearly all actives have a fitted effect of over 65% in size
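IDH1-R132H (0.5 ug/mL) preincubated 30 min with compound, then NADPH (0.016 mM) and alpha-KG (2 mM) added; 80 min at RT, pH 7.5. Remaining NADPH coupled via diaphorase/resazurin to fluorescence (540/590 nm); concentration-response curves normalized to no-enzyme control.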
USP1 inh: blocks the human USP1/UAF1 deubiquitinase complex. AID 743255. Potency, µM (doses to about 57.1 µM), for the others: at the top dose activity change, negative = inhibition, hits mostly inhibitors. hit rate 0.23% among 390,000. recombinant USP1/UAF1, Ub-Rhodamine cleavage fluorescence. O94782; also: % is scaled to controls: 0 for no effect and ±100 for the full control effect; nearly all actives have a fitted effect of over 60% in size; inactives centre near -12
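In this screen, compounds sit with the deubiquitinase complex (1nM) for 15 min at room temperature before Ub-Rho is added at 150nM final. Fluorescence rise is then followed for 6 reads every 60 seconds.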
ALOX12 inh: inhibitors of human 12S-lipoxygenase ALOX12; P18054; purified 12hLO, xylenol orange hydroperoxide absorbance; Potency, µM (series often up to 108 µM), inactives show at the highest dose activity change, negative = inhibition, usual class: inhibitors; hit rate 1.1% among 580,000; AID 1671190; also: % is scaled to controls: 0 for no effect and ±100 for the full control effect
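Purified human 12hLO at 150 nM in 25 mM Hepes, 0.01% Triton X-100, pH 7.0, preincubated 15 min at room temperature with compound. Reaction started with 40 uM arachidonic acid, 30 min at room temperature. Hydroperoxide measured by Fe-xylenol orange, 573/405 nm absorbance ratio.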
RGS4 inh: inhibitors of human regulator of G protein signaling 4; P49798; AID 504845; Transcreener GDP fluorescence polarization, RGS4-accelerated GTP hydrolysis; hit rate 0.039% among 390,000; Potency, µM (titrated, usually from 114 µM), without a hit: at the top dose activity change, negative = inhibition, actives largely listed as inhibitors; also: % is scaled to controls: 0 for no effect and ±100 for the full control effect; nearly all actives have a fitted effect of over 75% in size; some results filed as inactive show a strong effect at the top dose
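MLSMR compounds (23 nl, pin-transferred) preincubated 10 min at room temperature with a 500nM (2x) first reagent, then RGS4 at 900nM (2x) plus Transcreener GDP mix added; fluorescence polarization (620/688 nm) read before and after 90 min at 30 °C.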
RXFP1 ag: activates the human relaxin receptor RXFP1 | Potency, µM (highest dose often 57.5 µM), for inactives: top-dose activation, usual class: activators | hit rate 0.3% among 370,000 | AID 2676 | Q9HBX9 | HEK293T-RXFP1 cAMP TR-FRET, 30 min; response scale: percent of porcine relaxin response, buffer zero; also: % is scaled to controls: 0 for no effect and ±100 for the full control effect; nearly all actives have a fitted effect of over 60% in size; many of its hits are not listed in these tables
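HEK293T cells stably expressing RXFP1 were pretreated with the PDE4 inhibitor Ro 20174, exposed to compounds for 30 min at 37C, lysed, and cAMP was read by TR-FRET. Data normalized to buffer (basal) and 29 nM porcine relaxin (100%).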
An asterisk follows results filed as active; ? = inconclusive; / = no result given; & = joins results of further samples; [ ] = another dose, or the depositor's remark. Calls follow the shape of the dose curve; as a rule, active = well fitted curve in the direction sought with a large enough effect; inconclusive = small, poorly fitted or top-dose-only effect, or another doubt; inactive = no such curve, though single readings can be large; an effect the other way counts as inactive or inconclusive. Potency is read from the fitted curve at half-maximal effect. The list is partial; the hit share may differ from the screen's.

SMILES | rTrxR1 inhibitor | Vif-A3G inh | Vif-A3F inh | TrxR1 substrate | mIDH1 inhibitor | USP1 inh | ALOX12 inh | RGS4 inh | RXFP1 ag
C=CCc1cc(C)ccc1OCCCn1ccnc1 | 16% | -2% | -8% | -3% | -24% | -12% | ? | 3% | 7.4%
CCOC(=O)C1=CC(=O)CC(C)(C)O1 | -4% | 0% | 0% | 7%[57.1 µM] | -2% | 4% | ? | -6% | /
NC(=O)C1CCN(C(=O)c2ccc3nc(-c4ccccc4)c(-c4ccccc4)nc3c2)CC1 | 10% | -2% | 2% | 85%[activator] | 4% | -25% | 19% | -42% | 0.7%
COC(=O)COc1cc(Cl)c(C=O)cc1OC | 20% | 0% | -6% | 1% | 8% | -6% | -15% | 22% | -0.1%
Cc1ccc(CN(Cc2cc3cc4c(cc3[nH]c2=O)OCCO4)Cc2nnnn2Cc2ccco2)cc1 | ? | 0% | -11% | 24% | -2% | ? | -20% | ? | -0.9%
CSc1ccc(C(=O)C2CCCN(Cc3cccc4nccnc34)C2)cc1 (stereo not given) | 12% | 1% | -5% | 0% | 15% | -7% | -14% | 10% | 1.7%
CCN(CC(=O)Nc1ccc2c(c1)OCCO2)Cc1cc(=O)oc2c(C)c(C)ccc12 | ? | -4% | 0% | -15% | -1% | -14% | -17%&-10% | ? | -1.3%
CCN(CC)C(=O)CSc1nc(N)c(C(=O)Nc2ccc(OC)cc2)s1 | -11% | -2% | -2% | -14% | 1% | -20% | 23% | -10% | 0.5%
CCC1CN(C(=O)Nc2cccc(OC)c2)c2ccccc2O1 (stereo not given) | 6% | -3% | -1% | 7%[11.4 µM] | 15% | -26% | -4% | 14% | -0.1%
Nc1cc(S(=O)(=O)O)cc2ccc(S(=O)(=O)O)cc12 | ? | -1% | -1% | 195%[activator] | 1% | ? | -32% | -7% | /

Copied from the entries so far (nine entries):
SMILES | rTrxR1 inhibitor | Vif-A3G inh | Vif-A3F inh | TrxR1 substrate | mIDH1 inhibitor | USP1 inh | ALOX12 inh | RGS4 inh | RXFP1 ag
C=CCc1cc(C)ccc1OCCCn1ccnc1 | 16% | -2% | -8% | -3% | -24% | -12% | ? | 3% | 7.4%
CCOC(=O)C1=CC(=O)CC(C)(C)O1 | -4% | 0% | 0% | 7%[57.1 µM] | -2% | 4% | ? | -6% | /
NC(=O)C1CCN(C(=O)c2ccc3nc(-c4ccccc4)c(-c4ccccc4)nc3c2)CC1 | 10% | -2% | 2% | 85%[activator] | 4% | -25% | 19% | -42% | 0.7%
COC(=O)COc1cc(Cl)c(C=O)cc1OC | 20% | 0% | -6% | 1% | 8% | -6% | -15% | 22% | -0.1%
Cc1ccc(CN(Cc2cc3cc4c(cc3[nH]c2=O)OCCO4)Cc2nnnn2Cc2ccco2)cc1 | ? | 0% | -11% | 24% | -2% | ? | -20% | ? | -0.9%
CSc1ccc(C(=O)C2CCCN(Cc3cccc4nccnc34)C2)cc1 (stereo not given) | 12% | 1% | -5% | 0% | 15% | -7% | -14% | 10% | 1.7%
CCN(CC(=O)Nc1ccc2c(c1)OCCO2)Cc1cc(=O)oc2c(C)c(C)ccc12 | ? | -4% | 0% | -15% | -1% | -14% | -17%&-10% | ? | -1.3%
CCN(CC)C(=O)CSc1nc(N)c(C(=O)Nc2ccc(OC)cc2)s1 | -11% | -2% | -2% | -14% | 1% | -20% | 23% | -10% | 0.5%
CCC1CN(C(=O)Nc2cccc(OC)c2)c2ccccc2O1 (stereo not given) | 6% | -3% | -1% | 7%[11.4 µM] | 15% | -26% | -4% | 14% | -0.1%

The listing continues:
SMILES | rTrxR1 inhibitor | Vif-A3G inh | Vif-A3F inh | TrxR1 substrate | mIDH1 inhibitor | USP1 inh | ALOX12 inh | RGS4 inh | RXFP1 ag
COc1ccc2c(C)cc(SCC(=O)Nc3c(C)n(C)n(-c4ccccc4)c3=O)nc2c1 | -10% | 0% | 4% | -7% | 5% | -19% | 216%[activator] | -9% | 8.5%
CC1CCN(Cc2c(C(=O)N/N=C/c3ccc(OC(C)C)cc3)nnn2-c2nonc2N)CC1 | -5%[57.1 µM] | 2% | -26% | -10%[57.1 µM] | 2% | -7% | 1% | 8% | -2.0%
CC(=O)Nc1ccc(S(=O)(=O)N2CCN(c3cnn(C)c(=O)c3Cl)CC2)cc1 | 26%[57.1 µM] | -1% | 7% | -10%[57.1 µM] | 8% | -9% | -14% | -23% | 4.6%
C=CC1=C(C(=O)O)N2C(=O)[C@@H](NC(=O)/C(=N/OCC(=O)O)c3csc(N)n3)[C@H]2SC1 | -2% | 3% | 0% | 0% | -10% | -14% | 1% | -16% | /
COc1ccc(CNC(=O)C2CC(c3cccc(OC)c3)=NO2)cc1 (stereo not given) | 1% | 2% | -14% | 3% | 6% | -6% | -17% | -14% | -0.6%
Cc1oncc1-c1csc(-c2ccccc2)n1 | 16% | -4% | 1% | 6% | -3% | -14% | -6% | -10% | 4.8%
CN(C)CCNC(=O)C12CC3(C)CC(C)(CC(C)(C3)C1)C2 | 6% | 3% | -1% | 7% | 9% | -12% | 0% | 12% | -0.5%
COc1ccc(NC(=S)N2CCN(C(=O)c3ccccc3)CC2)cc1 | 16%[57.1 µM] | 1% | 2% | 7%[57.1 µM] | -1% | -17% | -6% | -4% | 0.4%
CC(Sc1n[nH]c(-c2cccs2)n1)C(=O)Nc1ccc(C(N)=O)cc1 (stereo not given) | 20% | -1% | 2% | 2% | 5% | -14% | 26% | -7% | 2.0%
O=C(CSc1nnc2c(n1)[nH]c1ccc(S(=O)(=O)N3CCOCC3)cc12)Nc1ccccc1Cl | 19% | -10% | -1% | -5% | -14% | -8% | 0% | 10% | 5.7%
O=C(NCc1ccc(Cl)c(Cl)c1)c1ccc2c(c1)OCO2 | 29% | -8% | 3% | 2% | 3% | -21% | 7% | 5% | 0.3%
COCCNC(=O)COC(=O)c1[nH]c(C)c(C(C)=O)c1C | 17%[57.1 µM] | -1% | -1% | -8% | 5% | -3% | 125%[activator] | 17% | -0.6%
CC1=C(C#N)C(NC(=O)c2ccccc2)(C(F)(F)F)C(=O)N1 (stereo not given) | 24% | 0% | 0% | 2% | -3% | -3% | 0% | 15% | -0.2%
CC(=O)NC(C)c1cc(Cl)c2cccnc2c1O (stereo not given) | 13% | ? | ? | -2% | / | / | -15% | -3% | 0.1%&0.1%
O=C(CCN1C(=O)COc2ccccc21)NCCCN1CCc2ccccc2C1 | -3%[57.1 µM] | 0% | -5% | 5%[57.1 µM] | -4% | -1% | 3% | 3% | 0.7%
C[C@H](CO)N1C[C@H](C)[C@@H](CN(C)S(=O)(=O)c2ccc(F)cc2)Oc2c(NC(=O)NC3CCCCC3)cccc2C1=O | -6% | 1% | -2% | -12% | -5% | -17% | 20% | -6% | /
C[C@H](CO)N1C[C@H](C)[C@@H](CN(C)Cc2ccc(Cl)c(Cl)c2)Oc2c(NC(=O)C3CC3)cccc2C1=O | 8%[57.1 µM] | -6% | 1% | -3%[57.1 µM] | ? | -17% | -15% | 8% | /
O=C(Nc1ccn(Cc2ccccc2)n1)c1n[nH]c([N+](=O)[O-])c1Cl | -18% | -8% | -4% | -15% | 5% | -1% | -8% | 12% | 0.7%
Cc1ccc(S(=O)(=O)N2CCOCC2)cc1NC(=O)c1ccncc1 | / | -3% | -5% | / | 6% | -23% | 5% | / | /
COc1cccc(-n2cc(C(=O)NCc3cccc(Cl)c3)c3ccccc3c2=O)c1 | 14% | 6% | 0% | -2% | -10% | -18% | -18% | -10% | 1.1%
CN(C)/C(CN1CCOCC1)=C1\N=C(c2ccccc2)OC1=O | 0% | 1% | -6% | -3% | 18% | -17% | 15% | 42% | 0.5%
CC(C)(CNC(=O)C1CCCC1)CNC(=O)C1CCCC1 | 3% | 2% | / | -2% | 5% | -10% | 0% | 4% | 1.1%
CCc1ccccc1NC(=O)CN(C)S(=O)(=O)c1cccc2nsnc12 | 12% | -2% | 3% | -7% | -24% | -3% | -18% | 16% | 2.0%
O=C(Nc1ccccc1)c1ccc(NC(=O)c2cccs2)cc1 | 20% | -6% | 1% | 5% | -8% | -27% | ? | 15% | -0.7%
Cc1cc(NC(=O)c2ccc(F)cc2)no1 | 31% | 1% | 1% | 3% | -2% | -16% | 22% | -13% | 1.9%
COc1cccc(CN2CCN(Cc3ccc4cccc(F)c4n3)CC2CCO)c1 (stereo not given) | 24% | 1% | 5% | 16% | 0% | -17% | 99%[activator] | 10% | -1.7%
